Bioassay records deposited in PubChem BioAssay by Dana-Farber Cancer Institute and Novartis Institutes for BioMedical Research (Cambridge, Mass).
USP7 block: inhibitors of human USP7 deubiquitinase. inhibition, % at 20 µM. Ubiquitin carboxyl-terminal hydrolase 7 (Homo sapiens), Q93009. hit rate 0.3% among 47,000. purified USP7, Ub-rhodamine cleavage fluorescence
USP8 block: inhibitors of human USP8 deubiquitinase. Ubiquitin carboxyl-terminal hydrolase 8 (Homo sapiens), P40818. purified USP8, Ub-rhodamine cleavage fluorescence, 30 min. inhibition, % at 20 µM. hit rate 4.2% among 47,000. AID 1645853, 2021
USP17 block: inhibitors of human USP17 deubiquitinase; Ubiquitin carboxyl-terminal hydrolase 17-like protein 5 (Homo sapiens), A8MUK1; purified USP17, Ub-rhodamine cleavage fluorescence, 3 h; inhibition, % at 50 µM; hit rate 6.5% among 47,000
USP30 block: inhibitors of human USP30 deubiquitinase; inhibition, % at 25 µM; hit rate 5.3% among 47,000; Ubiquitin carboxyl-terminal hydrolase 30 (Homo sapiens), Q70CQ3; purified USP30, Ub-rhodamine cleavage fluorescence
USP28 block: inhibitors of human USP28 deubiquitinase; Ubiquitin carboxyl-terminal hydrolase 28 (Homo sapiens), Q96RU2; purified USP28, Ub-rhodamine cleavage fluorescence, 30 min; inhibition, % at 25 µM; hit rate 3% among 47,000
Target sequence (Q96RU2 whole entry, looked up): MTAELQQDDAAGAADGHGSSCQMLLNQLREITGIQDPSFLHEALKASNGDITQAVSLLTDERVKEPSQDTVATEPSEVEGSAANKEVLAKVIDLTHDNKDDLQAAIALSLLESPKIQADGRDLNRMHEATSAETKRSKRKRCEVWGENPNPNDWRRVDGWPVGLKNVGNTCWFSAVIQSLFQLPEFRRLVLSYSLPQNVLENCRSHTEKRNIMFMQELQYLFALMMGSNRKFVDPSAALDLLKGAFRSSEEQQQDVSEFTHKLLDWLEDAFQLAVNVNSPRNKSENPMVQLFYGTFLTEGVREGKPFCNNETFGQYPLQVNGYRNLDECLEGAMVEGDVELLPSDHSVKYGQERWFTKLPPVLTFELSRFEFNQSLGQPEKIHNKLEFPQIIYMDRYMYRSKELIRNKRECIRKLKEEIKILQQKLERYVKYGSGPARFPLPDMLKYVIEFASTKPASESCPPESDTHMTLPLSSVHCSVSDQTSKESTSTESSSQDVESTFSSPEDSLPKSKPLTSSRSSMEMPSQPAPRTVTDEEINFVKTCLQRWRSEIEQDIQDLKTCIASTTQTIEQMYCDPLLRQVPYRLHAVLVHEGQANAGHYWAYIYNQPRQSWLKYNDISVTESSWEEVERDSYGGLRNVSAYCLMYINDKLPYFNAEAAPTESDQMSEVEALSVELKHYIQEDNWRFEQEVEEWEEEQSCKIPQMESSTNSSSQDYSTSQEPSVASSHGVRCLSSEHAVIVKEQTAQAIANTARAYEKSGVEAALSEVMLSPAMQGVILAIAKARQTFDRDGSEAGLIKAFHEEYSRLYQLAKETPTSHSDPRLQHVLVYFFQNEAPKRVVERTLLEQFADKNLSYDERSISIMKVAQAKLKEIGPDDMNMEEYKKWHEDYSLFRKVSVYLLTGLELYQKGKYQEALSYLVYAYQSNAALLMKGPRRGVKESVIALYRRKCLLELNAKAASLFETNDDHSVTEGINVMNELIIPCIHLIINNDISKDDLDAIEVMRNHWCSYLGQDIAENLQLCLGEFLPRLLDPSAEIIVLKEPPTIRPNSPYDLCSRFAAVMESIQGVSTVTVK
UCHL1 inh: inhibitors of human UCHL1 deubiquitinase | Ubiquitin carboxyl-terminal hydrolase isozyme L1 (Homo sapiens), P09936 | purified UCHL1, Ub-rhodamine cleavage fluorescence | inhibition, % at 20 µM | hit rate 0.2% among 47,000 | AID 1645859, 2021
USP10 inh: inhibitors of human USP10 deubiquitinase | Ubiquitin carboxyl-terminal hydrolase 10 (Homo sapiens), Q14694 | purified USP10, Ub-rhodamine fluorescence, 60 min | inhibition, % at 20 µM | hit rate 1.1% among 47,000
OTUD3 block: inhibitors of human OTUD3 deubiquitinase. OTU domain-containing protein 3 (Homo sapiens), Q5T2D3. purified OTUD3, Ub-rhodamine fluorescence, 2 h. inhibition, % at 25 µM. hit rate 0.7% among 47,000
Numbers without * were called inactive; . = no result given. Cut-off read from the data, not from the text of the source: active = inhibition above about 30%; inactive = the rest.

nr	OTUD3 block	USP10 inh	UCHL1 inh	USP30 block	USP28 block	USP8 block	USP7 block	USP17 block	mol
1	-0.5	10.4	-0.9	50.5*	20.6	-2.6	-13.1	64.8*	CC(C)c1ccc(NC(=O)c2ccc(C3Nc4ccccc4S(=O)(=O)N3)cc2)cc1 (stereo unspecified)
2	-16.7	5.9	4.5	-18.0	-10.0	-4.8	-3.3	-3.9	CCN(C(=O)c1ccc(N)nc1)[C@H]1CCO[C@@H](c2cccc(-c3cc(F)cc(F)c3)c2)C1
3	-2.6	-0.1	-1.9	1.0	-0.1	3.5	1.4	-1.3	Cc1noc(C)c1C(=O)N1C2CCC3(CC2)OC(=O)N(C)CC13 (stereo unspecified)
4	2.4	1.6	0.6	1.1	4.1	2.4	1.9	-19.5	CN1CCCC12CCCN(C(=O)CNC(=O)OCc1ccccc1)C2 (stereo unspecified)
5	10.8	3.0	2.1	30.8*	16.6	19.6	1.8	25.5	Cc1cnc(NC(=O)Cn2cnc3c2c(=O)n(C)c(=O)n3C)s1
6	13.0	0.4	1.6	0.9	11.8	-13.1	-4.5	-18.1	CC1Sc2cc(S(=O)(=O)CCC(=O)NCc3cccnc3)ccc2NC1=O (stereo unspecified)
7	0.1	2.4	5.2	8.2	11.5	-5.6	-4.0	4.0	CCc1noc(NC(C)=O)c1-c1ccc(C)c(S(=O)(=O)N2CCC(C)CC2)c1
8	-19.8	-5.9	5.5	-41.8	-19.3	-19.5	-5.0	-8.8	Cc1ccc(CN2C[C@@H]3c4nc(Nc5ccccc5)ncc4CS(=O)(=O)[C@@H]3C2)cc1
9	-12.5	-1.4	0.1	-0.2	-4.6	-3.4	-1.1	-5.5	CC(C)Cn1c(=O)c(N2CCN(C(=O)C(C)(C)C)CC2)nc2ccncc21
10	-18.6	6.4	2.1	27.6	43.3*	28.0	2.4	71.2*	CCc1ccc(NC(=O)COC(=O)c2n[nH]c3ccccc23)cc1
11	-2.1	3.1	-2.4	-2.1	-12.6	2.2	0.9	-42.5	COC(=O)c1cc(OC)c(OC)cc1NS(C)(=O)=O
12	5.4	53.4*	0.1	1.4	-5.0	1.8	3.9	6.6	O=C(COC(=O)c1ccc(NS(=O)(=O)c2ccc(F)c(F)c2)cc1)Nc1ccc(OCc2ccccc2)cc1
13	-3.9	2.6	-1.6	-7.1	-1.4	-0.6	-3.8	-11.7	Cc1c(O)c(C)c2c(c1O)C(=O)CC(c1ccc(O)cc1)O2 (stereo unspecified)
14	0.0	4.5	1.6	-10.1	3.2	19.2	4.4	-37.9	Cc1ccc(-c2cnc([C@@H]3COCCN3Cc3csnn3)[nH]2)cc1
15	11.6	-0.1	3.6	32.8*	9.7	29.1	8.3	17.7	Cc1nc2cc(N3CC(C(=O)Nc4cccc(C)c4C)CC3=O)ccc2o1 (stereo unspecified)
16	-13.8	-0.5	-2.4	-12.9	-14.4	-5.4	-4.8	-10.0	O=C(c1ccc2nc(-n3cccc3)sc2c1)N1CCN(CCO)CC1
17	3.6	24.2	5.2	31.4*	32.9*	3.2	12.9	2.2	O=c1[nH]c(C2CCN(S(=O)(=O)c3cccc4ccccc34)CC2)nc2c1nnn2Cc1ccccc1Cl
18	2.7	-2.7	-0.6	20.7	-5.7	2.6	4.9	.	Cc1cc(F)ccc1NC(=O)c1ccc2c(c1)N(S(C)(=O)=O)CC2
19	6.7	1.7	4.7	14.9	12.6	-0.8	1.4	5.3	Cc1ccc(NC(=O)CNc2ccccc2N2CCOCC2)cc1S(=O)(=O)N(C)C
20	-0.7	-0.1	-2.2	2.7	-4.0	6.8	0.2	9.5	Cc1cc(-c2nccn2C)nc(C2CCN(C(=O)c3ccncc3)CC2)n1
21	5.6	-0.1	2.2	16.8	3.1	5.0	2.6	6.8	Fc1cccc(C2NCCN=C2NC2CCCCC2)c1 (stereo unspecified)
22	6.8	-2.0	3.6	24.3	11.7	12.2	-0.2	10.4	O=C(NCC(c1ccc(Cl)cc1)N1CCOCC1)c1cc(-c2ccccc2)on1 (stereo unspecified)
23	6.7	-1.8	0.9	0.0	9.6	-8.3	-6.3	4.5	c1ccc(CSc2nc3ccccc3n2Cc2ccccn2)cc1
24	11.4	6.8	0.1	5.6	0.1	-18.4	2.2	.	CCOC(=O)c1ccc(NC(=O)Nc2nnc(CC(=O)N3CCCCC3)s2)cc1
25	-0.7	1.3	-1.6	5.4	-1.5	-0.5	0.6	2.0	CC(C)c1nc2sc3c(SCC(=O)Nc4ccc(Br)cc4)ncnc3c2c2c1COC(C)(C)C2
26	-49.4	13.3	3.9	-55.1	-3.1	55.9*	-25.9	-4.6	Cc1cnc(NC(=O)c2cc3c(C)nn(Cc4ccccc4Cl)c3s2)s1
27	6.5	-4.0	3.0	11.2	6.5	-3.9	-8.0	0.4	Cn1nc(-c2cccc(F)c2)c2c1C[C@@H]1CN(Cc3cccnc3)C[C@H]21
28	-6.2	1.1	0.0	-4.4	0.6	0.4	1.6	.	CCN1C(=O)Cc2cc(NC(=O)Cc3ccc(F)cc3)ccc21
29	4.5	7.3	6.0	19.5	8.4	7.4	7.4	2.6	COc1ccccc1NC(=O)c1cc(S(=O)(=O)NC2CCCC(C)C2C)ccc1F (stereo unspecified)
30	-3.9	7.6	3.5	2.5	0.1	-10.7	-4.0	-0.4	CCCCN(C(=O)c1ccncc1)c1nc(-c2cc(OC)ccc2OC)cs1
31	9.5	-0.6	4.2	-4.7	12.4	22.4	4.2	11.6	Cc1ncc2c(n1)CCN(C(=O)Nc1ccc(C)c(C)c1)C2
32	-1.1	-2.8	-0.1	-11.5	-5.8	-0.9	1.0	-0.8	Cc1ccccc1C(=O)Nc1ccc(N2CCOCC2)nc1
33	7.2	9.3	-0.4	12.2	10.1	3.6	6.9	6.5	Cc1cccc(NC(=O)c2ccc(COc3ccc4c(c3)CCC4)cc2)c1C
34	-3.3	1.6	-0.2	-32.1	-0.7	-2.0	0.5	-4.2	Cc1cccc(C(=O)N2CCN(CC(=O)Nc3nnc(-c4cccc(C)c4)s3)CC2)c1
35	-25.0	-8.3	-6.0	-121.1	-28.5	12.0	-9.0	-29.5	O=c1c2cc(Br)ccc2ncn1Cc1csc(-c2ccc(Cl)cc2)n1
36	6.0	0.1	1.7	13.4	4.0	-13.6	8.4	-5.2	COc1cccc(CN2C[C@H]3CCN(Cc4cccnc4)CC[C@H]3S2(=O)=O)c1
37	7.1	26.1	0.1	-2.3	28.7	-80.5	0.0	37.6*	CSc1ccccc1C(=O)Nc1sc2c(c1C(N)=O)CCCCC2
38	0.8	2.7	9.7	-5.3	-0.3	9.9	3.6	-0.6	COc1ccc(-c2cc(C(F)F)n3ncc(C(=O)N4CCN(Cc5ccccc5)CC4)c3n2)cc1
39	-1.6	0.5	-3.8	1.4	-3.8	-7.4	1.3	0.4	CCc1ccccc1NC(=O)CCn1nc(C)c(S(=O)(=O)N2CCOCC2)c1C
40	2.7	0.2	2.9	72.4*	1.6	8.7	1.8	39.0*	Cn1c(=O)c2c(nc3n(-c4ccccc4F)c(-c4ccccc4)cn23)n(C)c1=O
41	13.9	-0.6	0.9	27.0	10.9	1.5	3.1	4.5	Cc1nc(C2CCNCC2)nc2c1CC(=O)N2CCc1ccccc1
42	-3.0	2.2	-2.4	-3.8	-7.1	-24.5	-2.0	-6.7	O=C1OC[C@@H]2CCN(Cc3cccnc3)C[C@H]2N1Cc1ccccc1
43	6.3	0.2	-0.3	13.2	7.4	9.4	4.5	3.7	CC(=O)N1CCCN(C(=O)C2CCC3(CC2)CN(C)C(=O)c2ccccc2O3)CC1 (stereo unspecified)
44	7.7	5.3	0.7	5.9	7.9	3.1	2.6	-12.1	CC(C)NC(=O)[C@H](C)NC(=O)N1CCn2c1nc1ccccc12
45	0.1	-1.3	-6.1	-99.1	8.0	-14.2	2.8	8.4	CC(=O)Nc1ccc(C(=O)COc2ncnc3c2cnn3-c2ccccc2)cc1
46	-2.9	4.9	-1.3	5.6	-1.3	2.5	6.0	-2.8	O=c1c2nnn(Cc3cccc(Cl)c3)c2ncn1Cc1nc(-c2ccc(F)cc2)no1
47	0.3	1.6	0.5	.	.	6.2	0.6	0.0	O=C(/C=C\c1ccccc1)Nc1c2c(nn1-c1ccc(F)cc1)CS(=O)(=O)C2
48	-7.0	5.7	2.3	-81.4	-10.2	-29.9	3.6	-10.2	COc1cccc(-c2noc(N3CCN(c4ccc(F)cc4)CC3)n2)c1OC
49	8.4	-0.6	-0.2	15.9	7.0	11.2	5.0	4.3	Cc1ncsc1C(=O)NCc1ccnc(N2CCOCC2)c1
50	9.1	-0.4	-2.3	-3.3	-7.2	-5.7	-2.1	-2.9	Cc1ccc(F)cc1NC(=O)c1ccc2c(c1)nnn2CCN1CCOCC1
51	-1.0	-4.4	-3.1	-14.2	-4.6	-84.3	-10.8	-5.2	CCN(C(=O)COc1cccnc1[N+](=O)[O-])c1ccccc1
52	3.5	-1.9	2.1	12.5	-0.5	0.2	1.4	0.0	COc1ccc(N2CCN(C(=O)CCc3nnc4ccc(N5CCC(C)CC5)nn34)CC2)cc1
53	0.0	0.2	-3.1	-4.4	-5.1	-5.8	-11.8	-6.1	CN(C)C(CNC(=O)c1cccc(Oc2ccccc2)c1)c1ccccc1 (stereo unspecified)
54	4.3	-0.1	1.2	0.0	-2.1	-47.8	5.3	0.8	O=C(NCC1CC1)c1nc2c(o1)CN(CC1CC1)C2
55	4.8	0.1	0.3	8.3	3.4	11.3	-2.9	6.6	O=C1N(c2ccccc2)C2CS(=O)(=O)CC2N1c1ccc(F)cc1 (stereo unspecified)
56	4.4	8.3	1.4	.	.	2.1	-5.7	56.1*	Cc1ccc(-n2nnc(C(=O)Nc3ccccc3F)c2C)cc1C

Profiles as entered above. Order of values: OTUD3 block, USP10 inh, UCHL1 inh, USP30 block, USP28 block, USP8 block, USP7 block, USP17 block
Results for Cc1ccc(F)cc1NC(=O)c1ccc2c(c1)nnn2CCN1CCOCC1 → 9.1, -0.4, -2.3, -3.3, -7.2, -5.7, -2.1, -2.9
Results for Cc1c(O)c(C)c2c(c1O)C(=O)CC(c1ccc(O)cc1)O2 (stereo unspecified) → -3.9, 2.6, -1.6, -7.1, -1.4, -0.6, -3.8, -11.7
Results for CC(C)c1ccc(NC(=O)c2ccc(C3Nc4ccccc4S(=O)(=O)N3)cc2)cc1 (stereo unspecified) → -0.5, 10.4, -0.9, 50.5*, 20.6, -2.6, -13.1, 64.8*
Results for CCCCN(C(=O)c1ccncc1)c1nc(-c2cc(OC)ccc2OC)cs1 → -3.9, 7.6, 3.5, 2.5, 0.1, -10.7, -4.0, -0.4
Results for Cc1noc(C)c1C(=O)N1C2CCC3(CC2)OC(=O)N(C)CC13 (stereo unspecified) → -2.6, -0.1, -1.9, 1.0, -0.1, 3.5, 1.4, -1.3
